From PubChem BioAssay
ABCB1 block – blocks JC-1 efflux by human ABCB1 transporter | CCRF-Adr cells, flow cytometry | hit rate 0.067% among 190,000 | P08183 | inhibition, % at 6.6 µM | AID 1326; in the data active means inhibition above about 40%;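 further: 0% = vehicle and 100% = reference inhibitor; higher value means more JC-1 retained so stronger ABCB1 efflux block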
GSH fluor – GSH bead compound fluorescence profile | fluorescence (KMESF) at 10 µM | GSH beads flow cytometry, compound fluorescence 488/530 nm; active compounds read high | AID 1776 | hit rate 0.25% among 190,000; in the data active means fluorescence above about 89;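 further: glutathione beads carrying GST-tagged Bcl family fusion proteins plus one bare bead set; values are compound well signal with DMSO vehicle wells as background; inactives centre near 16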
Bim-Bfl-1 – human Bim-Bfl-1 interaction inhibition. inhibition, % at 10 µM. Q16548. hit rate 0.12% among 190,000. Bead-based flow cytometry, Bim-Bfl-1 binding inhibition;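 further: 0% = wells without compound plus tracer and 100% = blocker peptide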
Bcl-XL Bim block – inhibitors of Bim-Bcl-XL interaction, human | Bim peptide-Bcl-XL binding, bead flow cytometry, fluorescence | hit rate 0.04% among 190,000 | inhibition, % at 10 µM | Q07817
Avidin bead fluor – avidin bead compound fluorescence profile; AID 1775; hit rate 0.38% among 220,000; Avidin beads, compound fluorescence 488/530 nm, flow cytometry; active compounds read high; fluorescence (KMESF) at 10 µM; in the data active means fluorescence above about 47; further: inactives centre near 10
Bim-Bcl-2 – inhibitors of Bim-Bcl-2 interaction, human; Bead-based flow cytometry, Bim peptide-Bcl-2 binding; inhibition, % at 10 µM; hit rate 0.06% among 190,000; in the data active means inhibition above about 40%; inconclusive means no clear call, values can overlap the other calls;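 further: 0% = no compound wells with probe peptide and 100% = reference peptide inhibitor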
Bcl-B Bim block – human Bim-Bcl-B interaction inhibition; Q9HD36; bead-based flow cytometry, Bim peptide-Bcl-B binding; inhibition, % at 10 µM; hit rate 0.073% among 190,000; AID 951;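 further: 0% = tracer peptide without compound and 100% = reference inhibitor peptide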
Target sequence (Q9HD36 whole entry, looked up): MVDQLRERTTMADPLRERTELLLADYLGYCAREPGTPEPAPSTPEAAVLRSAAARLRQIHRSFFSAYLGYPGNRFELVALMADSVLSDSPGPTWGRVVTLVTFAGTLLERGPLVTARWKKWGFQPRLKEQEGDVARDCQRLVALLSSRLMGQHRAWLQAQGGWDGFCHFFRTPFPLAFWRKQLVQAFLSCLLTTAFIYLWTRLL
RGS7-Gao – regulators of human RGS7-Galphao interaction; binding response (% of control), % at 10 µM; hit rate 0.35% among 220,000; AID 1439; P09471; Multiplexed bead flow cytometry, RGS7-Galphao binding; actives lie on both sides; in the data active means binding response below about 49% or above about 150%; inconclusive means no clear call, values can overlap the other calls; inactive means in between;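 further: fluorescent Galphao held in activated GDP-AlF4 state binding bead-coupled RGS7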
ABCG2 inh – inhibitors of human ABCG2 transporter, ABCB1 counter-screen; Q9UNQ0; IgMXP3 cells, JC-1 efflux, flow cytometry; inhibition, % at 6.6 µM; hit rate 0.1% among 190,000; AID 1325;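 active means inhibition above 80%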;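 further: 0% = DMSO and 100% = nicardipine control wells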
Target sequence (Q9UNQ0 whole entry, looked up): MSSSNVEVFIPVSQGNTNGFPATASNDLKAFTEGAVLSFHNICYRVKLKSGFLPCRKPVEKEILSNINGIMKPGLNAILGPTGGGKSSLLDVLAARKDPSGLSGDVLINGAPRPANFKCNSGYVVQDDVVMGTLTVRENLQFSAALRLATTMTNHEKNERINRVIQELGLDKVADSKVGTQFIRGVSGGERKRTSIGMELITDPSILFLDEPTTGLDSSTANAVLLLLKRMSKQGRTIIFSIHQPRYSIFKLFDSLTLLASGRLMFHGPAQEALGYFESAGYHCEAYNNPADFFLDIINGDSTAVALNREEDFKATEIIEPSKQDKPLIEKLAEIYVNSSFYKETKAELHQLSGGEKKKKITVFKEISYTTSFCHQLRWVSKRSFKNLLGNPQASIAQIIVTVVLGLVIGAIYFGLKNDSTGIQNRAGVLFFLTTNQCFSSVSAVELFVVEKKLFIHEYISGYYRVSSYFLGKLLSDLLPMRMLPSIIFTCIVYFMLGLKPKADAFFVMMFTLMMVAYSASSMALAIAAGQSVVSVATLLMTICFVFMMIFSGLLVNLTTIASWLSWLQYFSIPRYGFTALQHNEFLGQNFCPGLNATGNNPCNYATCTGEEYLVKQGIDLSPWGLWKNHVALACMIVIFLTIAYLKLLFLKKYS
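Times: 10 min at 25 °C | Test system: Two drug-resistant human cell lines, ABCG2 and ABCB1 | Quantity: 3 million cells/mL final, two lines in 1:1 ratio | Signal: Flow cytometry, 530 nm JC-1 signal | Dosing: Compound at 6.6 µM | Controls: Nicardipine and DMSO wells | Reagent: JC-1 as fluorescent efflux pump substrate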
RGS4-Gao reg – modulates binding of RGS4 to human Galphao | binding response (% of control), % at 10 µM | hit rate 0.33% among 220,000 | AID 1415 | Multiplexed bead flow cytometry; actives lie on both sides | P09471; in the data active means binding response below about 49% or above about 150%; inactive means in between;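 further: fluorescent Galphao activated with aluminum fluoride binding bead-coupled RGS4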
Bim-Bcl-W – disrupts Bim peptide binding to human Bcl-W. AID 952. inhibition, % at 10 µM. bead-based flow cytometry. hit rate 0.02% among 190,000;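 further: 0% = bound tracer without compound and 100% = peptide blocker; higher means less fluorescent Bim peptide bound to Bcl-W beads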
Target sequence (Q92843 whole entry, looked up): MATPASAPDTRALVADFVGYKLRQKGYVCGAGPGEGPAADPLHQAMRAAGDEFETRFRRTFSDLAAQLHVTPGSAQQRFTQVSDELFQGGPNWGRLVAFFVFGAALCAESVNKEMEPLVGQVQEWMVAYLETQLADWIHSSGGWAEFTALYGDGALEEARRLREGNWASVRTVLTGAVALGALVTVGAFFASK
Numbers without * were called inactive; ? = inconclusive; nt = no result given. Unless noted, no stated cut-off is given here; in the data, active means inhibition above about 40%.

SMILES	ABCB1 block	GSH fluor	Bim-Bfl-1	Bcl-XL Bim block	Avidin bead fluor	Bim-Bcl-2	Bcl-B Bim block	RGS7-Gao	ABCG2 inh	RGS4-Gao reg	Bim-Bcl-W
CN(C)c1ccc(NC(=O)c2sc(SCC(=O)Nc3ccc(Br)cc3)nc2N)cc1	-0.2	10	0.0	1.0	20	0.0	-2.0	101.8	0.4	99.9	2.0
Cn1c(NC(=O)C[n+]2cc(-c3ccc(F)cc3)n3c2CCC3)cc(=O)n(C)c1=O	0.4	12	-17.0	1.0	13	-9.0	-3.0	91.8	-2.2	97.4	2.0
CSCCC(NS(=O)(=O)c1ccc(Cl)cc1)C(=O)OCC(=O)NC1CCCCC1 (stereo unspecified)	0.9	38	-16.0	-9.0	11	-15.0	-9.0	102.4	12.7	97.7	-2.0
Cc1cc(-c2nn(-c3ccccc3F)cc2CNCCc2cnccn2)c(C)s1	1.4	31	-7.0	2.0	11	-1.0	-2.0	110.9	2.2	108.0	3.0
COc1ccc(CNC(=O)C(=O)NC2CC(C)(C)NC(C)(C)C2)cc1	0.2	22	-3.0	-1.0	5	2.0	-7.0	97.6	-0.9	97.7	0.0
COc1cc(C(=O)N/N=C/c2ccsc2C)cc(OC)c1OC	0.4	44	-12.0	-4.0	11	-12.0	-8.0	100.5	12.9	100.1	-1.0
COc1cccc(OC)c1-c1nn2c(-c3cc(-c4ccccc4)n[nH]3)nnc2s1	0.8	nt	nt	nt	8	nt	nt	99.5	3.0	102.0	nt
CN(Cc1nc(-c2cnccn2)no1)CC1CCN(Cc2ccccc2)CC1	0.1	51	-5.0	-4.0	8	-7.0	0.0	95.7	0.6	94.2	-1.0
Cn1cccc1Cc1nnc(SCC(=O)N2CCOCC2)n1-c1ccc(F)cc1	0.1	23	-10.0	-4.0	10	-8.0	-8.0	101.0	0.3	100.0	-1.0
CCOc1ccc2nc(NC(=O)CSc3ccccc3)sc2c1	-0.3	28	-11.0	-7.0	13	-9.0	-9.0	99.0	13.0	98.2	-3.0
Cc1cccc(NC(=O)c2ccccc2O)c1C	-1.5	29	0.0	0.0	8	1.0	-1.0	101.4	11.5	101.8	2.0
CCN(CC)CCOCCOc1ccc(Cl)c2ccccc12	-0.7	15	-5.0	1.0	nt	-3.0	-1.0	103.4	25.6	104.8	-1.0
Cc1cc(C)c(NC(=O)CN)c(C)c1	-0.2	14	-3.0	-3.0	8	-4.0	0.0	103.8	1.3	102.9	2.0
O=[N+]([O-])c1ccc(Nc2ccccc2F)nc1	0.2	13	-6.0	-1.0	12	-3.0	-2.0	100.5	4.1	102.6	-1.0
CC1CCCC(N2CCN(C(=O)c3cccc(F)c3)CC2)C1 (stereo unspecified)	0.2	10	-9.0	-7.0	10	-9.0	-5.0	99.8	0.9	103.4	2.0
Cc1sc2nc(CN(Cc3cccs3)C(=O)NC3CCCCC3)[nH]c(=O)c2c1C	2.9	26	7.0	-4.0	29	4.0	1.0	98.5	14.7	101.5	-4.0
C=C(C)CSc1nc(N)cc(=O)[nH]1	-0.1	10	-5.0	-4.0	15	0.0	0.0	95.9	-0.1	94.1	7.0
Cc1cc(C(=O)COc2ccccc2Cl)c(C)n1-c1ccc2c(c1)OCO2	1.9	5	0.0	-4.0	0	-1.0	-5.0	100.4	14.6	96.8	-2.0
CCOC(=O)NC(c1cccc(Cl)c1)C1CCCCCC1=O (stereo unspecified)	0.2	33	-1.0	-6.0	9	-4.0	-4.0	89.0	0.1	86.1	-7.0
Cc1cccc(NC(=O)CSc2nnc(-c3ccco3)o2)c1C	-2.6	20	-2.0	-2.0	13	-1.0	-1.0	99.6	-0.4	97.4	0.0

A few values from the list.
`Cc1cc(C)c(NC(=O)CN)c(C)c1` – Bim-Bcl-W = 2.0
`Cc1cc(-c2nn(-c3ccccc3F)cc2CNCCc2cnccn2)c(C)s1` – GSH fluor = 31

The list continues.
SMILES	ABCB1 block	GSH fluor	Bim-Bfl-1	Bcl-XL Bim block	Avidin bead fluor	Bim-Bcl-2	Bcl-B Bim block	RGS7-Gao	ABCG2 inh	RGS4-Gao reg	Bim-Bcl-W
COc1ccc(NC(=O)c2cc3n(n2)C(C(F)(F)F)CC(c2ccco2)N3)cc1 (stereo unspecified)	0.7	23	-2.0	-3.0	13	-4.0	-1.0	89.8	6.9	85.8	-2.0
O=C(CCc1nnc(CCC2CCCCC2)o1)NCCn1cccn1	0.2	18	-9.0	-3.0	11	-5.0	-4.0	102.2	0.6	101.0	-4.0
CN1CC(=O)N(CC(=O)N2CCC(Cc3ccccc3)CC2)C1=O	1.8	12	-4.0	-7.0	11	-5.0	-6.0	?	23.3	102.7	-3.0
Cc1ccccc1NC(=S)NC1CC2CCC(C1)N2Cc1ccco1 (stereo unspecified)	1.7	32	-5.0	-7.0	12	-1.0	-1.0	104.3	5.7	101.2	-4.0
Cc1cccc(Cn2nc(C)cc2NC(=O)Cn2cc([N+](=O)[O-])cn2)c1	0.6	17	-6.0	-4.0	8	-7.0	-2.0	?	5.3	101.2	-1.0
COc1ccc(-c2noc(-c3ccccc3C(=O)Nc3cccnc3)n2)cc1OC	0.6	8	-9.0	-1.0	11	-5.0	-5.0	103.4	8.6	102.3	5.0
CCOc1ccc(NC(=O)CSc2n[nH]c(=O)n2-c2ccccc2)cc1	0.7	28	0.0	-5.0	37	-1.0	-10.0	102.6	4.5	103.8	-2.0
CC(CNC(=O)c1ccc(C(C)(C)C)cc1)CN(C)C (stereo unspecified)	nt	12	-3.0	-8.0	6	-4.0	-7.0	97.6	-2.7	97.9	-6.0
CCOc1ccc(-n2c(SC)nc3c(c2=O)SCC3)cc1	-0.4	42	-9.0	-9.0	13	-11.0	-8.0	104.0	-0.6	102.2	-1.0
COc1ccc(CCN(CC(=O)NC2CCCC2)C(=O)CCC(=O)Nc2cc(C)on2)cc1OC	0.2	39	-12.0	-6.0	12	-14.0	-9.0	102.8	-0.2	103.3	-1.0
O=c1[nH]c2ccccc2n1CCCOc1ccccc1	0.1	8	1.0	0.0	17	0.0	3.0	111.3	1.5	109.9	2.0
O=C(NCCc1ccccc1)c1oc2ccccc2c1COc1ccccc1	1.5	5	0.0	-5.0	14	-6.0	-2.0	103.4	40.8	102.5	0.0
COc1ccc(-c2noc(CCC(N)=O)n2)cc1OC	-1.2	46	-11.0	-4.0	11	-6.0	-8.0	103.1	4.0	101.0	1.0
O=C(NCc1nnc(SCC(=O)N2CCC(Cc3ccccc3)CC2)o1)c1ccco1	0.9	19	3.0	0.0	10	1.0	1.0	?	8.9	108.6	0.0
COc1ccccc1N1CCN(S(=O)(=O)c2ccc3c(c2)n(C)c(=O)n3C)CC1	1.3	12	-3.0	-2.0	21	0.0	-4.0	97.5	2.4	95.8	-1.0
CCCN1Cc2cccc(C(=O)Nc3ccc4c(c3)OCCO4)c2C1=O	1.7	13	-13.0	-5.0	7	-8.0	-5.0	103.6	9.2	101.9	-2.0
CCCSc1nsc(NC(=O)C(c2ccccc2)c2ccccc2)n1	0.3	21	-1.0	-2.0	14	-3.0	-2.0	106.0	1.8	101.2	0.0
O=S(=O)(c1ccccc1F)N1CCN(Cc2nc3ccccc3[nH]2)CC1	1.1	38	-14.0	-10.0	6	-10.0	-5.0	98.2	2.0	95.7	-1.0
COc1ccc(CCNC(=O)COC(=O)c2ccco2)cc1OC	1.3	14	-12.0	-4.0	11	-8.0	-8.0	101.2	16.6	102.3	0.0
Cn1c(=O)[nH]c(=O)c2c1nc(N1CCCCCC1)n2CC(N)=O	0.3	15	-7.0	-3.0	23	-1.0	-6.0	93.0	0.3	93.0	-2.0

Continued; it opens with the 3 that closed the last part.
SMILES	ABCB1 block	GSH fluor	Bim-Bfl-1	Bcl-XL Bim block	Avidin bead fluor	Bim-Bcl-2	Bcl-B Bim block	RGS7-Gao	ABCG2 inh	RGS4-Gao reg	Bim-Bcl-W
O=S(=O)(c1ccccc1F)N1CCN(Cc2nc3ccccc3[nH]2)CC1	1.1	38	-14.0	-10.0	6	-10.0	-5.0	98.2	2.0	95.7	-1.0
COc1ccc(CCNC(=O)COC(=O)c2ccco2)cc1OC	1.3	14	-12.0	-4.0	11	-8.0	-8.0	101.2	16.6	102.3	0.0
Cn1c(=O)[nH]c(=O)c2c1nc(N1CCCCCC1)n2CC(N)=O	0.3	15	-7.0	-3.0	23	-1.0	-6.0	93.0	0.3	93.0	-2.0
CC(C)CC(=O)Nc1cc(C(F)(F)F)ccc1N1CCOCC1	0.4	35	-17.0	-10.0	15	-9.0	-9.0	99.7	3.7	99.3	0.0
CCOC(=O)Nc1cc(OCC)c(NC(=O)C2CC2)cc1OCC	0.1	28	-7.0	-5.0	19	-4.0	-3.0	105.8	4.4	107.0	1.0
c1ccc(OCCCn2nnc(-c3cccnc3)n2)cc1	-0.1	8	-11.0	0.0	9	-8.0	-4.0	96.5	0.4	93.7	4.0
CC1CCN(C(=O)CSc2nncn2-c2ccccn2)CC1	0.9	11	5.0	4.0	23	0.0	-9.0	117.6	1.9	96.3	3.0
C=CCN1C(=O)CN=C1Nc1cccc(C)c1	0.5	16	-8.0	-4.0	6	-10.0	-7.0	105.8	3.5	104.7	0.0
COc1cc(NC(=O)c2ccccc2)c(OC)cc1NC(=O)CN1CCN(c2ccccn2)CC1	4.6	11	0.0	-2.0	21	-1.0	-1.0	96.0	7.5	97.0	0.0
Cc1ccc(-c2nnc(SCC(=O)N3c4ccccc4NC(=O)C3(C)C)n2N)cc1	0.3	34	-13.0	0.0	12	-12.0	-8.0	99.2	7.4	97.9	-1.0
O=C(NC1CCCCC1)N1CCC(n2c(=O)[nH]c3ccccc32)CC1	0.1	22	-12.0	-3.0	8	-7.0	-5.0	102.4	0.6	102.1	0.0
CN(C)C=Nc1c(Br)cc(Br)c2nonc12	-0.9	30	-16.0	-12.0	37	-16.0	-22.0	108.0	-8.1	112.4	-6.0
CCC1CCCCN1C(=O)CSc1nnc(-c2ccc3c(c2)OCCO3)o1 (stereo unspecified)	1.0	24	-21.0	-8.0	30	-15.0	-8.0	100.1	47.6	98.5	1.0
CC1CCN(c2nc3ccc(C(=O)O)cc3s2)CC1	1.9	38	2.0	-2.0	11	1.0	0.0	98.5	21.8	99.7	-1.0
FC(F)(F)c1cccc(NC(=S)Nc2cccc(Cl)c2)c1	0.1	29	-4.0	-3.0	9	-7.0	-3.0	98.8	9.1	96.5	-4.0

Only Bim-Bcl-W, RGS7-Gao and Bim-Bfl-1 (4 entries from above):
SMILES	Bim-Bcl-W	RGS7-Gao	Bim-Bfl-1
c1ccc(OCCCn2nnc(-c3cccnc3)n2)cc1	4.0	96.5	-11.0
CC1CCN(C(=O)CSc2nncn2-c2ccccn2)CC1	3.0	117.6	5.0
C=CCN1C(=O)CN=C1Nc1cccc(C)c1	0.0	105.8	-8.0
COc1cc(NC(=O)c2ccccc2)c(OC)cc1NC(=O)CN1CCN(c2ccccn2)CC1	0.0	96.0	0.0
